Bioassay records (PubChem BioAssay)
mcGAS MS inh: inhibitors of Mus musculus cyclic GMP-AMP synthase, initial high-throughput assay, cell-free, RapidFire MS. recombinant mouse cGAS, cGAMP by RapidFire MS. inhibition, % at 12.5 µM. 0.18% of 130,000 active;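 active means inhibition of cGAS enzyme activity at or above 60%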;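 further: enzyme stimulated by 45 bp dsDNA with ATP and GTP substrates; cGAMP share of summed cGAMP plus half ATP and half GTP signals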
Target sequence (Q8C6L5 whole entry, looked up): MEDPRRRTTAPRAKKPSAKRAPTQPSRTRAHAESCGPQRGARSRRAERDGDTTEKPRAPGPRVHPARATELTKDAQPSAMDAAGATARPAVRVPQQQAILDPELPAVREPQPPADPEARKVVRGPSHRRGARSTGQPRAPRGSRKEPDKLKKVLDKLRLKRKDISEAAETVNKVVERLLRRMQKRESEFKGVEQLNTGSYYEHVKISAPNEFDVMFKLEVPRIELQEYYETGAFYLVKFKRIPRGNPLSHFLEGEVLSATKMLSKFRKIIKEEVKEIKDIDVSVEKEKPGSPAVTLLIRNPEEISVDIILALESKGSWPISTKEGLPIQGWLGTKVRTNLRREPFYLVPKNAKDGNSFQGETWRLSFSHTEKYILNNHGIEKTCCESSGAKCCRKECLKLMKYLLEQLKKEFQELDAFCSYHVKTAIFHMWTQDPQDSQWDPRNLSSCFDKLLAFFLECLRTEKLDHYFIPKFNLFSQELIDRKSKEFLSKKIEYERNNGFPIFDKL
The depositor's hits bear a star. These rows are one share of the data. The share of hits here may be higher or lower than overall.

SMILES	mcGAS MS inh
O=C1OCCC1Sc1nc2sc3c(c2c(=O)[nH]1)CCC3 (centres undefined)	1
CC(NC(=O)N(C)CC1CCN(C)C1)c1csc2ccccc12 (centres undefined)	-7
Cc1ccc(Cc2nnc(Nc3ccc(C)c(C)c3)[nH]c2=O)cc1	-5
Cc1ccc(NC(=O)c2cccc(-c3ccc(O)cc3)c2)cc1Cl	-11
O=C(Nc1ccc2c(c1)CN(Cc1cccn1-c1ncccn1)CC2)C1CCCO1 (centres undefined)	-2
CC1(C(=O)NS(=O)(=O)c2ccc(Cl)s2)CCN1C(=O)C1(c2ccc(Cl)cc2)CCC1 (centres undefined)	-7
O=C(Cn1nc(Cc2ccccc2)c2ccccc2c1=O)N1CC[C@H](O)[C@@H](O)C1	9
COc1ccccc1C1(O)CCN(CCCn2c3ccccc3c3ccccc32)CC1	-21
CCOC(=O)c1nn(-c2ccc(F)cc2)c(=O)cc1OCC	-5
OC(c1ccccc1)c1ncc(-c2ccc(C(F)(F)F)cc2)[nH]1 (centres undefined)	-6
Cc1nn(C(C)C)c(C)c1NC(=O)c1ccc(N2CCCC2)nc1	-5
O=C(c1cccnc1)N1CCC(CO)(Cc2ccccc2Cl)CC1	-9
Cc1nc(SC(C(=O)NC2CCCCC2C)C(C)C)oc1C (centres undefined)	-13
COc1cc(CNC(=O)c2ccc[nH]c2=S)c2ccccc2n1	-6
O=C(N1CCN(CCn2cccn2)CC1)C1(c2ccccc2)CCOCC1	-2
Cc1ccoc1C(=O)N1CCCC(CNC(=O)C2(c3ccc(Cl)cc3)CC2)C1 (centres undefined)	-6
O=C(Cc1csc(NC(=O)NC2CCCC2)n1)Nc1ccccc1Oc1ccccc1	-4
COc1cc2c(cc1OC)CN(C(=O)CN(C)CC(=O)Nc1ccc(C)cc1)CC2	-3
O=C(OC1CCc2[nH]c3ncccc3c2C1)c1ccccc1 (centres undefined)	-7
CC(C)c1nn(CC(N)=O)c(=O)c2c1cnn2C(C)(C)C	-7
O=C(Nc1cnc2n1CCCC2)c1ccccc1N1CCOCC1	-20
CC(C)N(Cc1cnn(C)c1)Cc1nc(-c2ccc(C(F)(F)F)cc2)no1	-8
Cc1nc2ncccn2c1C(=O)N1CCCN(CC2CC2)C(C(C)C)C1 (centres undefined)	-5
Cc1cc(C(=O)NC(C)(C)CC(C)(C)C)on1	-21

Sorted by the number under mcGAS MS inh (largest number first): four from the list above
SMILES	mcGAS MS inh
O=C(N1CCN(CCn2cccn2)CC1)C1(c2ccccc2)CCOCC1	-2
O=C(Cc1csc(NC(=O)NC2CCCC2)n1)Nc1ccccc1Oc1ccccc1	-4
O=C(OC1CCc2[nH]c3ncccc3c2C1)c1ccccc1 (centres undefined)	-7
Cc1nc(SC(C(=O)NC2CCCCC2C)C(C)C)oc1C (centres undefined)	-13

Going on with the list:
SMILES	mcGAS MS inh
CCC1c2cccn2CCN1C(=O)c1ccc(CSc2ncn[nH]2)o1 (centres undefined)	-8
O=C(O)CCN(CCc1ccccc1)c1nc(-c2ccc(Cl)cc2)nc2ccccc12	-1
Cc1ccc(-n2c(-c3ccccc3F)n[nH]c2=S)cc1	-5
COC(=O)C(CN)Cc1cccc(F)c1 (centres undefined)	-2
CCOC(C)c1nc(CN(C)Cc2ncnn2C)cs1 (centres undefined)	1
COc1ccccc1CNC(=O)c1nn(-c2ccccc2C)c(=O)cc1OC	-23
C=CCNC(=O)N1CCC(n2nccc2NC(=O)CCCc2ccccc2)CC1	-8
CC(C)(C(=O)N1CCC1(C)C(=O)NS(=O)(=O)c1cccc(Cl)c1)c1ccccc1 (centres undefined)	-19
Cc1ccc(Cl)c2sc(N(CCN3CCOCC3)C(=O)c3cccc([N+](=O)[O-])c3)nc12	-6
Cc1cccc(C(=O)NCCn2ncccc2=O)c1	-4
CCC1=NN(C(=O)OC(C)(C)C)C(O)(c2ccncc2)C1 (centres undefined)	-2
CN(Cc1cnn(-c2ccccc2)c1)C(=O)COc1ccc2ccccc2c1	-3
CCN1[C@@H](c2ccc(Cl)cc2)[C@@H](CNC2CCN(C(C)C)CC2)C[C@@]1(C)CO	-3
COc1cc(C2c3cccn3CCN2C(=O)NC2CCCCC2)cc(OC)c1OC (centres undefined)	-7
CCN(CC)CCCC(C)NCc1ccccc1OC (centres undefined)	-1
Cc1sc2nc(C(C)N3CC(C)CC(C)C3)[nH]c(=O)c2c1C (centres undefined)	-5
Cc1ccccc1-c1cc(O)c2c(c1)CN(C(=O)C1CCCO1)CCO2 (centres undefined)	-15
C=CCN(Cc1nc(-c2cc(OC)c3c(c2)OCO3)oc1C)C1CCS(=O)(=O)C1 (centres undefined)	-6
CC1c2cc(F)ccc2OC1(O)C(=O)N1CCN(C(=O)c2ccco2)CC1 (centres undefined)	-10
COc1ccc(Cl)cc1NC(=O)CCC1CCCN(c2ncccc2C(N)=O)C1 (centres undefined)	-7
CCn1nnc2c(=O)n(CC(=O)N3CCN(c4ccc(Cl)cc4)CC3)cnc21	-2
Cc1cn2c(nc3c2c(=O)n(Cc2ccc(Br)cc2)c(=O)n3C)o1	4
CCN(Cc1cccs1)C(=O)CCc1nc2ccccc2c(=O)[nH]1	-1
COc1cc(OC)cc(N2C(=O)c3ccccc3NC23CCN(C(=O)NCc2ccco2)CC3)c1	-6
Cc1ccc(-c2nnc(CN3CCC4(CC3)OCC(C)O4)o2)cc1 (centres undefined)	0
Cc1cc(CSc2nc(C)c(C)c(C)c2C#N)no1	-8
CCn1c(SCC(=O)NCCSc2ccccc2)nc2ccccc2c1=O	-5
Cc1nccn1CCN(C)c1nc(-c2ccc(Cl)cc2)nc2c1CNC2	-14
NC(=O)C1CCCN(Cc2ccc(C(=O)Nc3cnns3)cc2)C1 (centres undefined)	-6
Nc1[nH]c(=S)nc2sc3c(c12)CCCCC3	4
Cc1ccc(C2=CSC3=NS(=O)(=O)CCN23)cc1C	48
O=C(c1ccc(Oc2ccccc2)cc1)C1CCCN(C(=O)CCn2cncn2)C1 (centres undefined)	-8
O=S1(=O)CCC(n2cc(CNC3CCc4cc(F)ccc43)cn2)C1 (centres undefined)	-9
C=CCNc1nnc(SC2CCN(CC(F)(F)F)C2=O)s1 (centres undefined)	8
CNS(=O)(=O)c1ccc(CCC(=O)Nc2ccc(CN(C)C)c(F)c2)cc1	-5
Cc1ccc(OC2CCN(Cc3ccncc3)CC2)c(C(=O)N2CCCC(O)C2)c1 (centres undefined)	7
Cn1cc(CC2CCN(CC(C#N)CCC#N)C2)cn1 (centres undefined)	1
CCCSc1ncc(CNC(CC)c2ncnn2C)cn1 (centres undefined)	2
CCCS(=O)(=O)NCCNc1ccc(Nc2cccc(C)n2)nn1	-9
CN1CCC(C)(CNC(=O)CSc2nc3ccccc3c(=O)[nH]2)C1 (centres undefined)	-16
O=C(CCCn1cnnn1)N1CCC2(CCOCC2)CC1	-3
CC1=NN(c2ccc(C(=O)NC3CCSc4ccccc43)cc2)CC1 (centres undefined)	-24
CN1CCC2(CCN(C(=O)/C=C/c3ccoc3)CC2)C1=O	-2
CC1c2cccn2CCN1C(=O)CN1CC(=O)Nc2ccccc21 (centres undefined)	-2
Cc1ccc(CNc2ccc(N(C)C)nc2)o1	-7
CCCn1c(=O)n(C)c(=O)c2c(SCC3CCCCO3)nc(CC(C)C)nc21 (centres undefined)	-41
NC(=O)C1CN(S(=O)(=O)c2ccccc2OC(F)(F)F)c2ccccc2O1 (centres undefined)	-18
O=C1CCCCCN1CCC(=O)N1CCC(CO)(Cc2ccccc2)CC1	-8

In the list so far, six contain a thiophene ring, fused or not.
SMILES	mcGAS MS inh
O=C1OCCC1Sc1nc2sc3c(c2c(=O)[nH]1)CCC3 (centres undefined)	1
CC(NC(=O)N(C)CC1CCN(C)C1)c1csc2ccccc12 (centres undefined)	-7
CC1(C(=O)NS(=O)(=O)c2ccc(Cl)s2)CCN1C(=O)C1(c2ccc(Cl)cc2)CCC1 (centres undefined)	-7
Cc1sc2nc(C(C)N3CC(C)CC(C)C3)[nH]c(=O)c2c1C (centres undefined)	-5
CCN(Cc1cccs1)C(=O)CCc1nc2ccccc2c(=O)[nH]1	-1
Nc1[nH]c(=S)nc2sc3c(c12)CCCCC3	4

Later entries:
SMILES	mcGAS MS inh
Cc1cccc(OCCNC(=O)CN(C)Cc2ccccc2)c1	-6
CCC1(C2CCN(C(=O)CSc3n[nH]c(N)n3)CC2)NC(=O)NC1=O (centres undefined)	-9
Cc1oc(-c2ccco2)nc1CN1CC[C@H](O)[C@@H](O)C1	-9
C=CCN1CC(c2nc3ccccc3n2Cc2ccc3ccccc3c2)CC1=O (centres undefined)	1
COCCC(C)NC(=O)c1ccccc1Nc1ccc(OC)cc1 (centres undefined)	5
CCOC(=O)c1nn(-c2ccccc2C)c(=O)cc1OS(=O)(=O)c1cc(C)c(C)cc1OC	-1
CCOc1ccc2oc(C)c(C(=O)NC(C)c3n[nH]c(C)n3)c2c1 (centres undefined)	-41
CCCC(=O)Nc1ccc(NC(=O)c2n[nH]c3c2CC(C)CC3)cc1OC (centres undefined)	3
CC(CNC(=O)N1CCC(O)(C(F)(F)F)C1)c1cccs1 (centres undefined)	0
COc1ccc(-c2ccccc2NC(=O)C2CCCN2Cc2nccn2C)cc1 (centres undefined)	-4
O=C(NC(=O)c1ccccc1)C(=NO)C(=O)NC(=O)c1ccccc1	-8
Cc1cnc2c(c1N1CCCCC1)c(=O)n(C)c(=O)n2C	0

Of the compounds above, 2 have a cyano group.
SMILES	mcGAS MS inh
Cc1cc(CSc2nc(C)c(C)c(C)c2C#N)no1	-8
Cn1cc(CC2CCN(CC(C#N)CCC#N)C2)cn1 (centres undefined)	1

Carrying on:
SMILES	mcGAS MS inh
CCc1nc(C)c(C(=O)NC(C)c2cnc(-c3ccncc3)nc2C)o1 (centres undefined)	-1
CC(OC(=O)C1CSCCS1)C(N)=O (centres undefined)	-22
COc1ccc(NC(=O)CN2C(=O)C3CCCCN3C(=O)c3ccccc32)cn1 (centres undefined)	-6
CCCC(=O)N1CCC1(C)C(=O)NS(=O)(=O)c1sc2ccc(Cl)cc2c1C (centres undefined)	-1
COCCCNc1nc2nonc2nc1NC1Cc2ccccc2C1	-9
O=S(=O)(N1CCCCC1)N1CCOC(Cc2ccccc2Cl)C1 (centres undefined)	-10
Fc1ccc(COc2cn(-c3ccccc3)nn2)cc1	-14
CC1(C)C[C@@H]2C[C@@](C)(CN2C(=O)CCc2nnc(-c3ccc4c(c3)OCO4)o2)C1	-9
Oc1ccc(CNc2ccccc2)cc1	-16
CN(Cc1ccc(Cl)c(Cl)c1)C(=O)CC(NC(N)=O)c1cccs1 (centres undefined)	-21
COCC1(C(=O)NC(C)c2ccc(S(C)(=O)=O)cc2)CCC1 (centres undefined)	-14
Cc1cc(C)c2[nH]c(C(=O)N3CCOC(c4ccc(F)cc4)C3)c(C)c2c1 (centres undefined)	10
Cc1ccc(CN2CCC2(C)C(=O)NC(C)C)cc1 (centres undefined)	-6
O=S(=O)(CC1CC1)c1ncc(CN2CCCCO2)n1CC1CCCO1 (centres undefined)	7
Cc1ccccc1-n1ncc2c(C3CC3)nn(CC(=O)Nc3ccccc3F)c(=O)c21	-10
CCc1cc(=O)[nH]c(-c2ccc(NCC3CCN(c4ccc(F)cc4)C3)nc2)n1 (centres undefined)	-10
Cc1cc(NC(=O)C2(C)CCCN(C)C2)c2ccccc2n1 (centres undefined)	-2
O=C(CN1CCCCCC1=O)N1CCN(Cc2ccc(Cl)s2)CC1	9
Cc1ccccc1C1CCN(CCn2cc(-c3cccc(O)c3)nn2)C1 (centres undefined)	8
CCN1CC(CN(C)C(=O)c2cnc3onc(C(C)C)c3c2)Oc2ccccc21 (centres undefined)	-7
CC12CCC(C(=O)N3CCCCCC3)(OC1=O)C2(C)C (centres undefined)	-7
Cc1ccccc1CNC(=O)c1ccc(Nc2cccc(C(F)(F)F)c2)nc1	1
C=CCC(NC(C)=O)C(=O)N1CCC2(CC1)Nc1ccccc1S(=O)(=O)N2 (centres undefined)	-11
O=c1c2c(nc(SCc3ccc([N+](=O)[O-])cc3)n1-c1ccccc1)CCS2	-8
Clc1c(-c2nnco2)sc2ccccc12	-3
COc1cccc(OC)c1-c1cnnc(N2CCC(C(=O)c3ccccc3)CC2)n1	-4
CC1(C(=O)NCCc2ccccn2)CCN1C1Cc2ccccc2C1 (centres undefined)	-3
Cc1nn(C)c(C)c1C(=O)N1CCN(S(=O)(=O)c2ccc(Br)cc2Cl)CC1	-10
Cc1nc(-c2cccnc2)nc(N2CCNC(=O)CC2)c1C	-5
Cc1cccc(NC(C)C(=O)Nc2ccc3c(c2)OCO3)c1C (centres undefined)	-1
Cc1nonc1CN(C)C(=O)c1cc(COc2ccc(F)cc2Cl)on1	0
Cc1cccc(NC(=O)CNC(=O)c2ccsc2)c1C	-9
CC(C)Cc1noc(CNC(=O)C(C)N2C(=O)c3cccc4cccc2c34)n1 (centres undefined)	-9
C=CCn1c(CCCOc2ccc(Cl)cc2Cl)n[nH]c1=S	-4
O=C1NC(=O)C(=Cc2ccc(C(=O)O)cc2)S1	36
Cc1ccsc1CCCC(=O)O	-4
CCCCc1nc(Cl)c2c3c(sc2n1)CCCC3	-5
Cc1ccc(C)c(Cn2c(N3CCN(CC(C)C)CC3)nc3c2c(=O)[nH]c(=O)n3C)c1	-1
Cc1cc(C)cc(NC(=O)CSc2c[nH]c3ccccc23)c1	8
C#CCn1c(=NC(=O)CN2C(=O)CCC2=O)sc2cc(Cl)ccc21	-5
CC(NC(C(=O)N(C)C)c1ccccc1)c1ccc(Cl)cc1 (centres undefined)	-5
